Integrin act MD – qHTS for Activators of Integrin-Mediated Alleviation for Muscular Dystrophy | alpha7betagal myoblasts, beta-gal FDG fluorescence, 48 h | Potency, µM (highest dose often 38.3 µM), for the others: at the highest dose activation, most hits filed as activators | 350,000 compounds, 0.064% hits;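 also: potency is read from the fitted curve at half-maximal effect; 100% = response of the positive control SU9516; nearly all actives have a fitted effect of over 60% in size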
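alpha7betagal+/- myoblasts (passage 13, 250/well) treated 48 h at 37C with compounds at 1:260 dilution of DMSO stock. Lysed, then beta-galactosidase activity read as FDG fluorescence (ex 480/em 540) after 30 min, with pre-read for autofluorescence.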
CXXC DNA block – qHTS Fluorescence Polarization Assay for Inhibitors of MLL CXXC domain - DNA interaction | 290,000 compounds, 0.037% hits | AID 2662, 2010 | Histone-lysine N-methyltransferase 2A (Homo sapiens), Q03164 | MLL-CXXC / FITC-HOXA9 DNA fluorescence polarization | Potency, µM (doses to about 115 µM), without a hit: at the highest dose activity change, negative = inhibition, hits mostly inhibitors; active = well fitted inhibition curve with a large enough effect in the polarisation, with a control signal flat, not every such curve was filed as active; inconclusive = small, poorly fitted or top-dose-only effect, or effect the other way, or a change in a side signal; inactive = no such curve, though single readings can be large or run the other way; the % refers to the polarisation; also: potency is read from the fitted curve at half-maximal effect
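Purified MLL-CXXC (added from a 7 uM solution) was preincubated 5 min at ambient with pinned compounds in 50 mM Tris-HCl pH 7.5, 50 mM NaCl, 1 mM DTT, 0.05% BSA. Fluorescein-labeled HOX-A9 DNA (50 nM solution) followed, 30 min, then polarization read.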
TCR act – Activators of T cell receptors: qHTS campaign | primary human leukocytes, anti-CD3, IL-2 HTRF, 48 h | Potency, µM (doses to about 9.22 µM), inactives show at the top dose activation of IL-2 secretion, usual class: activators | 330,000 tested, under 10 active; also: % of control where 0% means no effect
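48 hr co-incubation of compounds, a-CD3 beads and primary human leukocytes; IL-2 quantified homogeneously by HTRF with anti-IL-2 K and d2 conjugates.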
MBNL1-CUG inh – qHTS Assay for Inhibitors of MBNL1-poly(CUG) RNA binding | Muscleblind-like protein 1 (Homo sapiens), Q9NR56 | TR-FRET MBNL1-His/biotin-(CUG)12 binding, 665/545 ratio | Potency, µM (doses to about 57.5 µM), for the others: at the highest dose activity change, negative = inhibition, hits mostly inhibitors | 280,000 compounds, 0.036% hits; active = well fitted inhibition curve with a large enough effect in the signal ratio, with a control signal flat, not every such curve was filed as active; inconclusive = small, poorly fitted or top-dose-only effect, or effect the other way, or a change in a side signal; inactive = no such curve, though single readings can be large or run the other way; the % refers to the signal ratio; also: potency is read from the fitted curve at half-maximal effect; % is scaled to controls: 0 for no effect and ±100 for the full control effect
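TR-FRET readout: Ex 340 nm, 665/545 nm emission ratio, normalized to buffer-only (basal) and MBNL1-(CUG)12 controls. Complex of MBNL1-His with Biotin-(CUG)12, compounds 92 nM–58 uM, incubated 60 min at room temperature.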
Menin-MLL TR inh – qHTS Assay for Inhibitors Targeting the Menin-MLL Interaction in MLL Related Leukemias: Competition With Texas Red Labeled MLL-derived Mutant Peptide. Menin + Texas Red MLL mutant peptide, fluorescence polarization. Potency, µM (titrated, usually from 61.6 µM), inactives show at the top dose FP activity change, negative = inhibition, actives largely listed as inhibitors. 270,000 compounds, 0.23% hits. AID 1768, 2009; active = well fitted inhibition curve with a large enough effect in the polarisation, with a control signal flat, not every such curve was filed as active; inconclusive = small, poorly fitted or top-dose-only effect, or effect the other way, or a change in a side signal; inactive = no such curve, though single readings can be large or run the other way; the % refers to the polarisation; also: potency is read from the fitted curve at half-maximal effect; % of control where 0% means no effect; many of its hits are not listed in these tables
Target sequence (O00255 whole entry, looked up): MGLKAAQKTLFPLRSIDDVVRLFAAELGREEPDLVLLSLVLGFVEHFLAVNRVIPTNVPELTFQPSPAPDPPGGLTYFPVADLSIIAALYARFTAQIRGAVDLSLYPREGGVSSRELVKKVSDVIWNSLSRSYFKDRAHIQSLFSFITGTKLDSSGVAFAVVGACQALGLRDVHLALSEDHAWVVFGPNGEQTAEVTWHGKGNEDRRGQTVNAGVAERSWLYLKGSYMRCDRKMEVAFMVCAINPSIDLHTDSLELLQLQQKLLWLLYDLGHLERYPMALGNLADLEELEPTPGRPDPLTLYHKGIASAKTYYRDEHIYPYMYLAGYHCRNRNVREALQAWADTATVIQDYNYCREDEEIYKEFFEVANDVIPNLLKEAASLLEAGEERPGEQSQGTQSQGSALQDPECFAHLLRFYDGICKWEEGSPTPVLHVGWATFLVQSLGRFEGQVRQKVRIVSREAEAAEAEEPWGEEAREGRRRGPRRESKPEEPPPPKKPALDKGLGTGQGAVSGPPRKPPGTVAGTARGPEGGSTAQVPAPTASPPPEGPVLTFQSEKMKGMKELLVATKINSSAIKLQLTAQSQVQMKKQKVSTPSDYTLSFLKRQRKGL
Mito fusion yeast – qHTS Assay for Small Molecule Inhibitors of Mitochondrial Division or Activators of Mitochondrial Fusion; S. cerevisiae fusion-defective mutant growth rescue, CellTiterGlo 48 h; Potency, µM (doses to about 46.1 µM), for inactives: top-dose growth rescue (activation), actives largely listed as activators; 320,000 compounds, 0.23% hits;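 also: potency is read from the fitted curve at half-maximal effect; % of control where 0% means no effect; nearly all actives have a fitted effect of over 45% in size; temperature-sensitive fusion mutants such as fzo1-1 at 37 °C on non-fermentable ethanol glycerol medium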
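Temperature-sensitive fusion-defective S. cerevisiae (e.g. fzo1-1, mgm1-5) were grown with compound in YPEG medium (3% ethanol, 3% glycerol) for 48 hours at 37C. Growth rescue was measured as viability by CellTiterGlo luminescence after 10 minutes at ambient.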
TSG101-PTAP inh – qHTS Assay for Iinhibitors of HIV-1 Budding by Blocking the Interaction of PTAP/TSG101; Fluorescence polarization, FITC-PTAP peptide / Tsg101 binding; Potency, µM (top dose mostly 115 µM), for the others: at the highest dose activity change, negative = inhibition, most hits filed as inhibitors; 340,000 tested, under 10 active; active = well fitted inhibition curve with a large enough effect in the main read-out, with a control signal flat, not every such curve was filed as active; inconclusive = small, poorly fitted or top-dose-only effect, or effect the other way, or a change in a side signal; inactive = no such curve, though single readings can be large or run the other way; also: potency is read from the fitted curve at half-maximal effect; % of control where 0% means no effect
Target sequence (Q99816 whole entry, looked up): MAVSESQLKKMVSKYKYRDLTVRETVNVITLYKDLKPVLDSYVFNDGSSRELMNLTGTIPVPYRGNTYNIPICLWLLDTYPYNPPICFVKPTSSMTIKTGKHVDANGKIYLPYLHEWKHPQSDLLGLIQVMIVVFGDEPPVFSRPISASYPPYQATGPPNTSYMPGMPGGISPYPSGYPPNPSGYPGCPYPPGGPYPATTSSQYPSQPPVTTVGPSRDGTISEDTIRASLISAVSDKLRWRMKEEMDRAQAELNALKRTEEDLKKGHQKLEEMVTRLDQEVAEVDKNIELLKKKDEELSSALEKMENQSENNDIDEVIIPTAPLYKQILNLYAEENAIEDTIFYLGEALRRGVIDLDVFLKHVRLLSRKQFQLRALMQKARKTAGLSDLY
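Fluorescence polarization binding of Tsg101 binding domain (10 uM final) to FITC-labeled PTAP peptide (50 nM final) in HEPES pH 7.5 buffer with NaCl, Tween 20, EDTA, TCEP. Compounds added before peptide; binding 20 min at RT.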
ASM inhibitor – Inhibitors of Secretory Acid Sphingomyelinase (S-ASM): qHTS | 340,000 compounds, 0.006% hits | placental ASM, HMU-PC fluorogenic substrate, 60 min | Sphingomyelin phosphodiesterase (Homo sapiens), P17405 | Potency, µM (highest dose often 57.5 µM), for the others: top-dose activity change, negative = inhibition, usual class: inhibitors; also: potency is read from the fitted curve at half-maximal effect
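Fluorogenic HMU-PC substrate (9 uM final) is turned over by placental ASM in 60 min at 37 C after a 10 min compound preincubation. Reaction ended by alkaline stop (pH 10), with fluorescence read at 386/447 nm.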
A-T KAP1 phos – qHTS Assay for Identifying a Potential Treatment of Ataxia-Telangiectasia; […] A-T fibroblasts, KAP-1 phosphorylation AlphaLISA; neocarzinostatin DNA damage 30 min before lysis; Potency, µM (titrated, usually from 57.5 µM), for the others: at the top dose activation, hits mostly activators; 320,000 compounds, 0.19% hits; also: potency is read from the fitted curve at half-maximal effect; % of control where 0% means no effect; nearly all actives have a fitted effect of over 45% in size
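hTERT-immortalized A-T patient fibroblasts ([…]), 500 cells/well in OPTI-MEM, 1% FBS, got compounds for 60 min, then NCS for 30 min at 37C. Lysates were then assayed for phospho-KAP-1 by AlphaLISA (anti-pKAP1 donor, anti-KAP1 acceptor beads), 6 hr at 25C.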
TSHR antagonist – Antagonists of the Thyroid Stimulating Hormone Receptor: HTS campaign; TSHR-expressing cells, TSH-stimulated cAMP HTRF, 2 h; hits give low values; AID 504810, 2011; activity change, negative = inhibition, % at 11.5 µM; Thyrotropin receptor (Homo sapiens), P16473; 330,000 compounds, 0.2% hits;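 active = activity change below a set negative limit, meaning inhibition stronger than a set level, cut at about -70% in these data; inconclusive = activity change between two set negative limits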; also: % is scaled to controls: 0 for no effect and ±100 for the full control effect
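Inhibition of cAMP made by TSHR-expressing cells under TSH stimulation (4nM final, EC80; 2 h, 37 deg C) is quantified with a one-step lysis HTRF kit, anti-cAMP cryptate versus cAMP-d2.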
The depositor's hits bear a star; ? = inconclusive; . = not tested or not shown; & = joins results of further samples; [ ] = remark or other dose. Unless noted, calls follow the shape of the dose curve; as a rule, active = well fitted curve in the direction sought with a large enough effect; inconclusive = small, poorly fitted or top-dose-only effect, or another doubt; inactive = no such curve, though single readings can be large; an effect the other way counts as inactive or inconclusive.

Each structure is followed by: Integrin act MD | CXXC DNA block | TCR act | MBNL1-CUG inh | Menin-MLL TR inh | Mito fusion yeast | TSG101-PTAP inh | ASM inhibitor | A-T KAP1 phos | TSHR antagonist
O=C(O)c1nn(-c2ccccc2C(F)(F)F)cc1O
 : 18% | 2% | -6% | -6% | . | -15% | -4% | 7% | 8% | -6
COc1ccc(NC(=O)CN2C(=O)CSC2=O)cc1
 : -21% | -2% | -5% | 2% | 9% | 7% | -1% | 0% | 10% | 1
Cc1ccc(C(=O)C(OC(=O)CN2C(=O)c3ccccc3C2=O)c2ccccc2)cc1 (centres undefined)
 : 3% | 5% | 3% | -4% | -6% | -3% | -4% | 2% | 5% | -31
Cc1cccc(Oc2cc(NC(=O)Cn3cnc([N+](=O)[O-])n3)cc([N+](=O)[O-])c2)c1
 : -39% | 15% | 1% | . | ? | -5% | -5% | -18% | -1% | -7
COc1ccc(NC(=O)CCN2CCN(c3ccc(F)cc3)CC2)cc1
 : -4% | 3% | 3% | -3% | 18% | -8% | -6% | 1% | 2% | 4
COC/C=C/C1=CC2=CC(=O)C(C)(OC(=O)C3CCCC3)C(=O)C2=CO1 (centres undefined)
 : 14% | 4% | 1% | 16% | -5% | -9% | -2% | -1% | 26% | -12
CCc1ccc(-c2csc3nc[nH]c(=O)c23)cc1
 : -24% | -9% | 4% | 2% | 4% | 11% | -2% | 6% | 3% | -23
COc1ccc(C(CC(=O)O)NC(=O)c2cc3cc(Br)ccc3oc2=O)cc1OC (centres undefined)
 : 11% | 4% | -5% | ? | 6% | 2% | -7% | 2% | -4% | -3
O=C(CCCc1ccccc1)NCc1cccnc1
 : 3% | -5% | 1% | -3% | -5% | 2% | 0% | -1% | -8% | -9
Cc1ccc(C)n1-c1nccc(-c2ccco2)n1
 : -6% | -4% | -2% | 29% | 18% | 18% | -5% | . | 0% | -8
O=C(Nc1ccc(Cl)cc1)Nc1cc([N+](=O)[O-])ccc1F
 : 2% | 7% | 2%[46.1 µM] | -6% | ? | 2% | -2% | 0% | 13% | 1
Cc1nc(N2CCN(Cc3ccccc3)CC2)nc2c1C(=O)CC(c1ccco1)C2 (centres undefined)
 : -26% | 1% | -16% | 3% | -1% | 14% | -7% | -3% | 6% | -15
Cc1cccc(NC(=O)c2cc(=O)[nH]c3ccccc23)c1
 : 4% | 3% | -2% | 4% | ? | 3% | -1% | -4% | -3% | -3
COc1ccc(/C=N\NC(=O)c2ccccc2OC)cc1COc1c(F)c(F)c(F)c(F)c1F
 : -20% | ? | . | 0% | ? | 0% | -1% | -6% | 5% | -3
COc1ccc(C(=O)NCCn2cc(SCC(N)=O)c3ccccc32)cc1
 : 16% | 0% | -4% | 6% | . | -2% | -4% | -4% | -2% | -4
Cc1ccc(S(=O)(=O)N2CCc3ccccc3C2)cc1C
 : 11% | -6% | -1% | 1% | -3% | -3% | 0% | -3% | 5% | -1
O=C(COC(=O)c1cnccn1)NCCc1ccc(Cl)cc1Cl
 : 31% | 0% | 2% | -4% | 1% | 0% | -5% | -5% | 1% | 7
Cc1ccc(NC(=O)CSc2nnc(C)c(=O)n2N)c(C)c1
 : 7% | 7% | -2%[46.1 µM] | ? | -1% | 0% | -3% | 0% | -1% | -18
CCOC(=O)C1CCN(S(=O)(=O)c2cn(C)c(=O)n(C)c2=O)CC1
 : 5% | -5% | 7% | -10% | -3% | 1% | -3% | 9% | -3% | 12
Cc1cc(C)c(O)c(-c2cc(C(=O)Nc3c(C)n(C)n(-c4ccccc4)c3=O)[nH]n2)c1
 : 13% | -5% | -4% | -2% | . | 1% | -8% | -3% | -16% | 5
O=C(O)C(Cc1c[nH]c2ccccc12)N1C(=O)c2ccccc2C1=O (centres undefined)
 : -11% | 3%&41% | -9% | -4%&0% | . | -7%&-2% | -8% | 3% | -6%&8% | 8&10
CS(=O)(=O)c1ccc(C(=O)Nc2ccccc2Cl)cc1
 : 20% | 2% | 3% | -20% | . | 3% | -2% | -5% | 4% | 4
CCOCCCNC(=S)Nc1ccc2nc(N3CCOCC3)cc(C)c2c1
 : 11% | 3% | 3% | 1% | -16% | -10% | 0% | 143%[activator] | 5% | -2
COc1ccc(C2=C(C=Nc3c(C)n(C)n(-c4ccccc4)c3=O)C(c3ccccc3C)c3ccccc3O2)cc1OC (centres undefined)
 : 1% | 29% | -7% | -1% | . | 3% | -6% | -14% | 3% | 0
Cc1ccc(S(=O)(=O)SC/C=C/CSS(=O)(=O)c2ccc(C)cc2)cc1
 : -39% | . | 3% | . | . | . | -8% | 1% | . | .
CC(=O)c1ccc2c3c(ccc(O)c13)CC2
 : ? | -5% | -133% | ? | 5% | -3% | -1% | -6% | -1% | -6
O=C(CNC(=O)OCc1ccccc1)NC1(C(=O)O)CCCC1
 : 24% | . | 0% | . | . | . | -1% | 4% | . | .
O=C(NCCOc1ccc(Cl)cc1)c1cccc(S(=O)(=O)N2CCCC2)c1
 : -14% | . | 3% | . | . | 1% | -2% | -4% | 11% | 2
O=C1CSC(=S)N1/N=C/c1cccnc1
 : -10% | -3% | 0% | ? | . | 1% | -2% | 2% | 14% | -7
CCOc1ccc(CCn2c(-c3ccco3)nc3ccccc3c2=O)cc1OCC
 : 9% | -1% | 2% | 32%[activator] | 2% | 22% | -1% | -4% | 1% | -9
COc1ccc(CCN(C(=O)c2snc(C(N)=O)c2N)C(C)C(=O)NC2CCCCC2)cc1OC (centres undefined)
 : -11% | 2% | -2% | 8% | . | -5% | -3% | 87%[activator] | 2% | 2
CCOC(=O)c1c2ccc(OCC(=O)N/N=C/c3ccc(C)cc3)cc2n2ccccc12
 : 14% | ? | 1% | 22% | ? | -2% | ? | 196%[activator] | 6% | -3
C=C(C)c1cccc(C(C)(C)NC(=O)Nc2ccc(C(C)=O)cc2)c1
 : -8% | 24% | -3%[46.1 µM] | -4% | 6% | 0% | -11% | -14% | 0% | 6
CN1N=C(C(=O)N2CCN(c3ccc([N+](=O)[O-])cc3)CC2)CCC1=O
 : 23% | -12% | -3%[46.1 µM] | . | -11% | -2% | -2% | -6% | 0% | -3
COc1ccccc1N1CCN(C(=O)Cn2cnc3c2c(=O)n(C)c(=O)n3C)CC1
 : 0% | -6% | 10% | . | . | -3% | -3% | 0% | 11% | 14
O=C1/C(=C\c2c(NCCOCCO)nc3ccccn3c2=O)SC(=S)N1Cc1ccco1
 : -2% | ? | -3% | 29% | ? | 0% | 28% | 0% | 8% | -9
Cc1cc(C)n2c(SCC(=O)Nc3ccc(F)cc3F)nnc2n1
 : 23% | -2% | 1% | -1% | 8% | -1% | 0% | 4% | -1% | -2
CC1Sc2ccc(S(=O)(=O)CCC(=O)Nc3cc(F)ccc3F)cc2NC1=O (centres undefined)
 : 23% | -1% | 3% | -6% | 10% | -3% | -5% | -2% | 1% | -1
COC(=O)c1sccc1NC(=O)COc1ccc(C)cc1
 : -1% | 11% | 2% | 4% | -5% | 4% | -2% | 3% | 9% | -9
O=C1N(c2ccccc2)C(c2ccccc2)N2CCCN12 (centres undefined)
 : ? | 3% | 8% | -11% | . | -6% | 3% | 7% | 2% | 20
COc1n[nH]c(C(=O)Nc2cc(Cl)ccc2Cl)c1[N+](=O)[O-]
 : -14% | -13% | 2% | -2% | ? | 21% | -1% | 4% | 2% | -16
Cc1sc(NC(=O)CSc2nnc(COc3ccc(Cl)cc3)n2C)c(C#N)c1C
 : 20% | 11% | -1% | 6% | 9% | 6% | 0% | -3% | 2% | -8
Cn1c(=O)[nH]c(=O)c2c1nc(NCc1ccccc1)n2CC(O)c1ccccc1 (centres undefined)
 : -5% | 0% | 2% | 0% | 2% | 0% | -5% | 0% | 2% | -6

Compound activity as filed in PubChem.

The list is partial; rates above refer to the full screens.
